# Screens (PubChem)
# Peg3 promoter: reduces Peg3 promoter-driven luciferase expression in HeLa. HeLa PEG-Prom luciferase reporter, luminescence, overnight. inhibition, % at 20 µM. hit rate 1.7% among 360,000. AID 588405;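 active = inhibition of at least 50% at 20 µM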
# NR2E3 ag-1: activates human NR2E3 receptor. Q9Y5X4. CHO-S Gal4-NCOR/VP16-NR2E3 two-hybrid, luciferase. inhibition of corepressor binding, % at 3.98 µM. hit rate 0.35% among 360,000. AID 602229;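 active = inhibition above the mean of all tested compounds plus 3 SD, cut at about 70% in these data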;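 also: 0% = DMSO with NR2E3 transfected cells and 100% = cells lacking NR2E3 construct; higher means lower luciferase signal from less NR2E3 corepressor binding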
# Target sequence (Q9Y5X4 whole entry, looked up, the tested form may be a part): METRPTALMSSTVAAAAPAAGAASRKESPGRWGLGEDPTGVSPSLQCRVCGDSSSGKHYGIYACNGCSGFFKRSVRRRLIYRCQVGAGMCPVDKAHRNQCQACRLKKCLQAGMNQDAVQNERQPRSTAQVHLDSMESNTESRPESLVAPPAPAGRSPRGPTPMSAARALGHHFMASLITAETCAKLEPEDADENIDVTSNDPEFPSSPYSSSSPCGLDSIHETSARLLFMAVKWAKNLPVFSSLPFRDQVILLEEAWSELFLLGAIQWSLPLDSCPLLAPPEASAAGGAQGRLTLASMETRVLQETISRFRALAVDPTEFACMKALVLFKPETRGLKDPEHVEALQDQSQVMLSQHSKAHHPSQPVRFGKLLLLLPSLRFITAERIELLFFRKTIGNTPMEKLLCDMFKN
# KKLEB tox: CF airway cell cytotoxicity counter-screen. KKLEB CF airway cells viability, ATPlite luminescence, overnight; stronger effect = lower value; cells stimulated with P. aeruginosa culture filtrate. activity change (cytotoxicity), % at 5 µM. hit rate 0.36% among 360,000;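 active = corrected activity change at or below -50% at 5 µM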
# TRPM1 prom inh: MITF TRPM1 promoter inhibition in SK-MEL-5 cells; hit rate 0.83% among 330,000; inhibition, % at 12.5 µM; SK-MEL-5 TRPM1 promoter luciferase, 24 h;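 active = mean inhibition across replicates of 60% or more, whatever share of single replicates reaches that level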; also: values of inactives mirror those of a sister screen read the other way
# Shn3 3UTR inh: inhibitors of Schnurri-3 3'UTR reporter in osteoblasts; Clone20 osteoblast Shn3 3'UTR firefly luciferase, 24 h; inhibition, % at 12.5 µM; hit rate 0.52% among 360,000;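 active = mean inhibition of at least 75% with every replicate also reaching 75%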;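 also: 0% = median of neutral control wells and 100% = pilot-screen positive control compound; some compounds past the cut are filed as inactive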
# aDG glyco act: increases alpha dystroglycan glycosylation. activation, % at 10 µM. AID 624168. hit rate 0.22% among 360,000. Pro5-aDG cells, alpha-DG glycosylation AlphaScreen (IIH6); 0% Pro5, 100% B10-LARGE cell signal;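 active = activation of at least 8% versus controls, or a plate z-score of at least 8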;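 also: Pro5 are CHO cells carrying HIG-tagged alpha-DG that lacks glycosylation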
# NR2E3 ag-2: NR2E3 (human) agonism. Q9Y5X4. inhibition of corepressor binding, % at 4.78 µM. hit rate 0.12% among 320,000. AID 2300. GST-NR2E3/biotin-RetCOR TR-FRET, 1536-well;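 active = percent inhibition above the cutoff of mean plus 3 SD of all tested compounds, set per screening campaign, cut at about 20% in these data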;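 also: 0% = DMSO wells and 100% = biotin wells as full block of FRET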
#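 Format: 1536-well format; test system: GST-NR2E3 and biotin-RetCOR proteins; read-out basis: percent inhibition of TR-FRET ratio; timing: 5 h incubation at 4 °C; detection: time-resolved FRET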
# HIF-2a inh: inhibitors of HIF-2a; 786-0 RCC cells HIF-2a reporter, luciferase luminescence, overnight; inhibition, % at 18.8 µM; hit rate 0.72% among 360,000; AID 624352;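 active = inhibition of the luminescence signal of 40% or more relative to plate controls, in a single-dose primary screen at 18.75 µM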
# iPSC survival up: enhancers of human iPSC single-cell survival; hiPSC single-cell survival, ATPlite luminescence; 100% = ROCK inhibitor wells, 0% = DMSO; survival enhancement, % at 20 µM; hit rate 0.044% among 360,000; in the data active = survival enhancement above about 18%;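 also: cells exposed to compounds for 16 hours before the ATP read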
# CF NFkB inh: cystic fibrosis NF-kB activation inhibition; inhibition, % at 5 µM; KKLEB NF-kB-GFP reporter, PAF-induced, GFP fluorescence overnight; AID 588850; hit rate 0.86% among 360,000;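 active = at least 50% inhibition at 5 µM, scaled per plate between neutral and stimulator controls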;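 also: PAF is a Pseudomonas aeruginosa culture filtrate used as stimulus; plate controls were PAF-stimulated DMSO wells for no effect and unstimulated DMSO wells for full effect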
# TWEAK Fn14 block: TWEAK-Fn14 signaling inhibition | inhibition, % at 10 µM | TWEAK-stimulated Fn14 reporter cells, luciferase luminescence, 8 h | hit rate 2% among 360,000; in the data active = inhibition above about 50%
# Active calls of the source: *; . = no result given. Rows are unselected, and some 4.4% of all compounds hit somewhere here.
SMILES,Peg3 promoter,NR2E3 ag-1,KKLEB tox,TRPM1 prom inh,Shn3 3UTR inh,aDG glyco act,NR2E3 ag-2,HIF-2a inh,iPSC survival up,CF NFkB inh,TWEAK Fn14 block
O=C(NCCc1ccccc1)/C(=C\c1cccc([N+](=O)[O-])c1)NC(=O)c1ccco1,2.4,-2.6,-11.5,10.0,-7.6,0.0,0.8,9.9,-0.4,-14.8,0.0
Cc1ccccc1NC(=O)c1c(Cl)nc(C)c(Cl)c1C,0.5,-17.9,-9.2,-9.5,-6.0,0.1,1.2,15.8,0.2,7.9,1.0
CCC(NC(=O)CNC(=O)c1ccc2c(c1)OCO2)c1ccc(Br)cc1 (stereo not given),6.3,-10.1,-7.0,6.5,27.6,-0.2,.,13.2,0.2,-16.3,1.9
CCN1CCN(S(=O)(=O)c2ccc(Oc3ccccc3OC)cc2)CC1,6.0,2.2,6.8,2.9,-9.7,0.9,5.0,-4.0,-0.4,-7.4,12.3
COc1cccc([C@@H]2CC=C(C(=O)O)[C@H](c3ccccc3)N2S(=O)(=O)c2ccc(C)cc2)c1,19.5,-33.0,19.8,-19.0,-2.5,-0.1,0.2,5.7,-0.7,-22.7,-0.3
CCNS(=O)(=O)c1ccc(NC(=O)Nc2cccc(OC)c2)cc1,-44.4,7.4,-1.6,-11.9,12.7,-0.1,-3.5,-68.6,2.0,14.5,7.4
COc1cccc(NC(=O)NCc2ccccc2Cl)c1,-155.2,-40.0,1.6,-38.2,-4.8,-0.1,2.6,-183.1,1.0,7.2,-5.1
CCOc1ccc(NC(=O)C2=NN(c3ccccc3)C(=O)CC2)cc1S(=O)(=O)N1CCCCC1,11.6,-22.5,-0.9,6.1,-3.2,-0.5,1.6,6.6,-0.3,3.8,7.6
O=C(Nc1ccc(O)cc1)c1cc2n(n1)C(C(F)(F)F)CC(c1ccco1)N2 (stereo not given),-10.0,2.1,-14.4,8.9,-8.5,0.0,1.0,-3.3,-2.6,13.2,22.6
Cc1ccccc1CNc1ccc(C(CC(N)=O)NC(=O)c2ccc(Br)cc2)cc1[N+](=O)[O-] (stereo not given),30.4,7.9,-28.0,-11.5,0.4,-0.1,5.8,4.2,2.0,28.9,-10.2
CC(CCN1CCN(c2ccc(F)cc2)CC1)c1ccccc1 (stereo not given),7.1,-14.3,-0.7,4.8,-31.0,0.1,-2.1,2.8,-0.7,4.0,-3.5
O=C(NC(=S)N1CCCCC1)c1csc([N+](=O)[O-])c1,-5.1,9.7,9.6,-5.0,-1.5,0.0,-0.3,-9.5,-0.1,-6.5,27.3
Cc1nccc(-c2ccc(-n3c(C)ccc3C)cc2)n1,-8.5,-18.5,-8.4,-1.5,-16.6,-0.1,0.4,0.3,-0.6,-19.5,1.9
COC(=O)Cc1c(C)c2ccc(OC(=O)c3ccco3)cc2oc1=O,-5.9,-12.6,3.5,-5.0,-16.8,0.0,0.4,1.1,-0.8,0.9,-2.1
O=C(CCCOc1ccc(Cl)cc1Cl)Nc1ccncc1,-31.9,-55.9,-15.5,1.4,45.1,0.0,1.5,-98.5,1.1,24.6,25.8
Cc1ccc(C(=O)Nc2sc3c(c2C#N)CCCCC3)cc1C,-333.1,-68.0,-1.7,-118.8,-68.6,-0.2,-2.5,-210.9,-2.3,11.3,-5.7
O=C(NCCC1=CCCCC1)c1ccc(Br)o1,-95.0,-37.0,7.5,-28.8,-26.1,0.1,0.6,-147.3,0.3,-8.8,-33.2
CCCCSc1nc2c([nH]1)c(=O)n(C)c(=S)n2C,1.0,-15.2,-6.2,0.4,-2.1,0.1,.,-7.4,-1.1,14.8,26.4
Cc1cc(C)nc(N2CCCC(C(=O)NC3CCCC3)C2)n1 (stereo not given),11.7,5.3,-3.4,3.3,1.1,0.0,3.5,4.5,0.4,15.3,-17.2
CCOC(=O)c1c(C)[nH]c(NC(=O)N2CCOCC2)c1C,4.0,-25.4,-3.4,1.9,1.3,-0.1,2.6,-5.7,1.3,-6.6,-5.6

# The final 6 compounds of the section before come first, to join the parts:
SMILES,Peg3 promoter,NR2E3 ag-1,KKLEB tox,TRPM1 prom inh,Shn3 3UTR inh,aDG glyco act,NR2E3 ag-2,HIF-2a inh,iPSC survival up,CF NFkB inh,TWEAK Fn14 block
O=C(CCCOc1ccc(Cl)cc1Cl)Nc1ccncc1,-31.9,-55.9,-15.5,1.4,45.1,0.0,1.5,-98.5,1.1,24.6,25.8
Cc1ccc(C(=O)Nc2sc3c(c2C#N)CCCCC3)cc1C,-333.1,-68.0,-1.7,-118.8,-68.6,-0.2,-2.5,-210.9,-2.3,11.3,-5.7
O=C(NCCC1=CCCCC1)c1ccc(Br)o1,-95.0,-37.0,7.5,-28.8,-26.1,0.1,0.6,-147.3,0.3,-8.8,-33.2
CCCCSc1nc2c([nH]1)c(=O)n(C)c(=S)n2C,1.0,-15.2,-6.2,0.4,-2.1,0.1,.,-7.4,-1.1,14.8,26.4
Cc1cc(C)nc(N2CCCC(C(=O)NC3CCCC3)C2)n1 (stereo not given),11.7,5.3,-3.4,3.3,1.1,0.0,3.5,4.5,0.4,15.3,-17.2
CCOC(=O)c1c(C)[nH]c(NC(=O)N2CCOCC2)c1C,4.0,-25.4,-3.4,1.9,1.3,-0.1,2.6,-5.7,1.3,-6.6,-5.6
COc1ccc(/C=C2\SC(N)=NC2=O)cc1Br,-45.4,-23.6,-13.7,-22.3,-24.1,0.8,0.4,-44.3,-0.5,5.0,-27.7
Cc1ccc2nc(C(Cl)(Cl)Cl)nc(N/N=C/c3ccncc3)c2c1,12.5,18.3,11.7,-6.1,1.7,0.5,-0.5,18.2,4.5,-1.6,5.6
CCOC(=O)c1ccc(N2Cc3ccccc3C2=NC(=O)c2cccc([N+](=O)[O-])c2)cc1,-227.3,-59.6,2.7,-88.1,-101.3,-0.3,4.4,-278.3,-0.8,-11.2,-34.8
Cc1cc(C)c(S(=O)(=O)/N=C2\C=CC(=O)C(Cl)=C2)c(C)c1,15.4,-6.5,2.8,-0.6,15.0,0.1,-4.6,14.0,-1.6,-2.2,14.0
Nc1ccn([C@@H]2O[C@H](C(=O)N[C@H](COC=O)Cc3ccccc3)[C@@H](O)[C@H]2O)c(=O)n1,1.3,-10.5,12.5,.,-9.5,-0.2,.,5.9,1.9,-8.5,0.1
O=C(CNC(=O)c1ccco1)N/N=C/c1c[nH]c2ccccc12,8.6,-19.6,-6.6,5.6,-1.5,-0.1,2.9,12.5,0.8,5.2,10.2
O=C(Nc1cccc(-c2ccc(N3CCOCC3)nn2)c1)c1ccccc1,-244.0,-64.0,-3.8,-79.9,-63.8,0.0,3.4,-245.8,-0.2,2.4,-34.3
Cc1ccc(/C=C/C(=O)O)cc1S(=O)(=O)Nc1ccc(C(=O)O)cc1,17.7,-2.5,2.0,-9.0,-19.4,-0.2,-0.5,8.1,0.4,5.0,15.6
CC(=O)OCC1(C)CN(c2ccccc2)N(C(=O)c2ccc(F)cc2)C1=O (stereo not given),-3.9,-33.2,6.1,12.8,10.2,-0.2,4.7,-3.0,-1.1,17.0,24.2
COc1ccc(-c2[nH]n(-c3ccc([N+](=O)[O-])cc3)c(=O)c2C=NCc2ccncc2)cc1,12.7,-5.3,-14.9,-6.2,19.6,0.1,3.3,-5.1,-1.1,-13.5,-16.7
O=S(=O)(NCCCCNS(=O)(=O)c1ccc(F)cc1)c1ccc(F)cc1,4.1,13.3,15.0,-1.9,4.5,-0.1,3.1,10.7,1.1,-8.6,7.8
O=C(CN(Cc1ccco1)C(=O)CNS(=O)(=O)c1ccc(Cl)cc1)NCC1CCCO1 (stereo not given),-10.5,4.4,1.8,-2.5,-9.0,-0.1,-0.4,12.7,1.3,-5.8,17.4
CCNS(=O)(=O)c1ccc(CCC(=O)N2CCN(c3ccc(OC)cc3)CC2)cc1,24.9,-12.2,8.9,-1.1,11.5,0.0,-4.5,-2.3,-0.3,-3.5,10.8
Cc1ccccc1C(=O)NNc1ncnc2c1cnn2C,-0.1,-37.3,0.5,5.5,-1.9,0.1,0.5,15.9,0.0,7.1,12.3
Cc1ccc(NC(=O)CSc2nc(N)cc(=O)[nH]2)cc1S(=O)(=O)N1CCCCCC1,9.0,-14.7,-2.0,4.6,-19.2,1.0,.,13.3,14.3,-12.6,4.3
CN(C)c1c(N)[nH]c2c(c1=O)c(=O)n(C)c(=O)n2C,3.9,-0.1,3.0,-20.9,8.4,0.2,-0.3,2.5,-0.6,-17.9,2.7
Cc1ccc(S(=O)(=O)NCCCCCC(N)=O)cc1,-1.5,1.0,4.3,-8.7,-4.6,-0.3,-1.0,8.2,-1.7,14.2,-7.5
Cn1ncc(N=Cc2ccccc2[N+](=O)[O-])c1C(N)=O,-13.1,-15.7,4.0,0.1,3.4,0.0,1.9,-6.0,-0.4,9.3,-4.6
CNC(=O)C1CC(=O)N(CCc2ccccc2)C(=Nc2ccc(OC)cc2)S1 (stereo not given),-7.8,7.2,1.0,-4.3,-4.4,-0.2,1.7,6.4,-0.2,7.1,-2.4
Cc1cc(OCc2nc(-c3ccc(NC(=O)c4cccnc4)cc3)no2)ccc1Cl,10.9,-17.5,-16.4,1.6,-9.4,0.6,-1.9,0.1,0.9,2.1,-0.4

# Looked up by compound from above, two records:
SMILES,Peg3 promoter,NR2E3 ag-1,KKLEB tox,TRPM1 prom inh,Shn3 3UTR inh,aDG glyco act,NR2E3 ag-2,HIF-2a inh,iPSC survival up,CF NFkB inh,TWEAK Fn14 block
Cc1ccc(NC(=O)CSc2nc(N)cc(=O)[nH]2)cc1S(=O)(=O)N1CCCCCC1,9.0,-14.7,-2.0,4.6,-19.2,1.0,.,13.3,14.3,-12.6,4.3
COC(=O)Cc1c(C)c2ccc(OC(=O)c3ccco3)cc2oc1=O,-5.9,-12.6,3.5,-5.0,-16.8,0.0,0.4,1.1,-0.8,0.9,-2.1
